# From PubChem
# NPY-Y1 PAM-ag – potentiators or agonists of human neuropeptide Y receptor Y1 | activation, % at 3.6 µM | 220,000 compounds, 0.37% hits | P25929 | NPY-Y1 expressing cells, potentiator/agonist activation | AID 1304; in the data active means activation above about 33%, passing the limit was not always enough;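 further: cells stimulated with NPY at EC10 then isoproterenol at EC100; 0% = low agonist plus stimulus and 100% = saturating agonist plus stimulus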
# Target sequence (P25929 whole entry, looked up): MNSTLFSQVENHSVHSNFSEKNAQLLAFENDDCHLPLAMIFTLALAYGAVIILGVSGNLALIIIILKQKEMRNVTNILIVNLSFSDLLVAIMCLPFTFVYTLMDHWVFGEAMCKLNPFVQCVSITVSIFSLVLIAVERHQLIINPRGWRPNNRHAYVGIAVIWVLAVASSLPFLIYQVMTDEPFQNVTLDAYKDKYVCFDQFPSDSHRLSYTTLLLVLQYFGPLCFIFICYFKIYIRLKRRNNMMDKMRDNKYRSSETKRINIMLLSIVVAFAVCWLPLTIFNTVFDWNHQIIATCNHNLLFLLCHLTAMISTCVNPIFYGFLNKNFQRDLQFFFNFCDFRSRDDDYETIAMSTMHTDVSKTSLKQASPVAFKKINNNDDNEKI
# NPY-Y2 PAM-ag – potentiates or activates human NPY-Y2 receptor. P49146. cells expressing NPY-Y2, potentiator/agonist read-out. activation, % at 3.6 µM. 220,000 compounds, 0.45% hits. AID 1359; in the data active means activation above about 27%;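 further: cells stimulated with NPY near EC25 plus isoproterenol at EC100; 0% = vehicle plus submaximal agonist and 100% = vehicle plus saturating agonist; some results beyond the cut were filed as inactive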
# BaF3 parental – reduces parental Ba/F3 cell viability, JAK2V617F counter-screen | CellTiter-Glo ATP luminescence | inhibition, % at 5.6 µM | 220,000 compounds, 1.1% hits | AID 1486;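 active means inhibition above a per-campaign cutoff, the mean inhibition of all tested compounds plus 3 SD, cut at about 27% in these data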;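 further: 0% = DMSO wells and 100% = JAK Inhibitor I control wells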
# Runt-CBFb FRET – Runt domain-CBFb interaction inhibition; 220,000 compounds, 0.46% hits; inhibition, % at 20 µM; Q01196+Q13951; AID 1496; Cerulean-Runt/Venus-CBFb FRET ratio 530/480, 1 h;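 active means inhibition over about 50% at 20 µM in the single-dose screen, limit read from the data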;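 further: 0% = DMSO wells and 100% = excess unlabeled CBFb competitor control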
# Target sequence (Q01196 whole entry, looked up, the tested form may be a part): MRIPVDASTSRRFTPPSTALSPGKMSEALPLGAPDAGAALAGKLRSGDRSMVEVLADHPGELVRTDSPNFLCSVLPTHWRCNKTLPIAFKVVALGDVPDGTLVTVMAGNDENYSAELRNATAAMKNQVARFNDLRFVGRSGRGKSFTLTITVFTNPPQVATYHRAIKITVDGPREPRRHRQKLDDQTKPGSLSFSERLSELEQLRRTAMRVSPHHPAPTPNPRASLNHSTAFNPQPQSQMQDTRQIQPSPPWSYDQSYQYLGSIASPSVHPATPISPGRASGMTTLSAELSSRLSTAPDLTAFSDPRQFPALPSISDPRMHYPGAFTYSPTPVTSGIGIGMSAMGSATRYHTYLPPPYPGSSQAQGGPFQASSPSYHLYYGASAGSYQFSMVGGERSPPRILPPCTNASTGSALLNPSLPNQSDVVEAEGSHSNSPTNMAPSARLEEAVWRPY
# Target sequence (Q13951 whole entry, looked up, the tested form may be a part): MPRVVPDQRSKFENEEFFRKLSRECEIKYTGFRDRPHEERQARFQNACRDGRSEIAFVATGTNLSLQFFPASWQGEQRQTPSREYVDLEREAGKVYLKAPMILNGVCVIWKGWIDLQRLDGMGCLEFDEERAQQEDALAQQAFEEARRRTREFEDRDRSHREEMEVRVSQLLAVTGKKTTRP
#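 System: Cerulean-labeled Runt domain protein | Quantity: 100 nM of each labeled protein | Schedule: 1 h compound exposure, room temperature | Detection: Fluorescence energy transfer, 422 nm excitation, 530/480 nm emission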
# S1P4 agonist – agonists of human S1P4 receptor; AID 1509; 220,000 compounds, 0.35% hits; activation, % at 4.98 µM; S1P4-expressing cell line, agonist reporter assay; O95977; in the data active means activation above about 11%;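 further: 0% = DMSO vehicle and 100% = reference agonist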
# Ba/F3 V617F tox – loss of viability in JAK2V617F-driven Ba/F3 cells | Ba/F3 EpoR-JAK2V617F viability, ATP luminescence | 220,000 compounds, 1.1% hits | inhibition, % at 5.6 µM | AID 1446;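 active means inhibition above the campaign mean plus 3 SD over all tested compounds, cut at about 24% in these data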;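 further: cytokine-independent growth of Ba/F3 cells driven by EpoR plus mutant JAK2; 0% = DMSO-treated cells and 100% = JAK inhibitor I control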
# RBBP9 inhibitor – human RBBP9 hydrolase inhibition; O75884; recombinant RBBP9, FP-Rh probe fluorescence polarization; inhibition, % at 7.94 µM; 220,000 compounds, 0.2% hits; AID 1515;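 active means inhibition above the campaign mean of all tested compounds plus 3 SD, cut at about 14% in these data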;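 further: plate controls were DMSO wells with RBBP9 for no effect and wells lacking RBBP9 protein for full effect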
#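 Material: RBBP9 protein. Amount: RBBP9 at 2.5 µM in dispensed solution, before mixing. Schedule: 30 min then 45 min, 25 °C. Medium: Tris buffer pH 8.0, NaCl, Pluronic. Measured by: fluorescence polarization. Measure: percent inhibition from mP, scaled between DMSO and no-protein wells. Replication: one well per compound.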
# S1P4 antag – antagonists of human S1P4 receptor; O95977; 220,000 compounds, 0.26% hits; S1P4-expressing cells, antagonist mode, reporter read-out; inhibition, % at 4.98 µM; in the data active means inhibition above about 29%;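 further: 0% = wells stimulated with agonist and 100% = vehicle wells without agonist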
# NPY Y1 blocker – NPY-Y1 (human) receptor antagonism; P25929; 200,000 compounds, 1% hits; inhibition, % at 3.6 µM; HEK293-CNG Y1 cells, membrane potential fluorescence; NPY at EC95, then isoproterenol;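 active means inhibition above the campaign mean inhibition of all tested compounds plus 3 SD, cut at about 20% in these data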;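 further: 0% = DMSO wells given NPY plus isoproterenol and 100% = isoproterenol alone without NPY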
#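 Test system – HEK293 Y1/CNG channel cell line · Also added – NPY agonist 25 nM, then isoproterenol 1 µM plus Ro 20-1724 25 µM · Compound dosing – one concentration, 3.6 µM, in 0.4% DMSO · Schedule – compound incubation 1 h at room temperature, readout 45 min post-stimulation · Technique – fluorescence, membrane potential probe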
# An asterisk follows results filed as active; . = no result given.
Molecule	NPY-Y1 PAM-ag	NPY-Y2 PAM-ag	BaF3 parental	Runt-CBFb FRET	S1P4 agonist	Ba/F3 V617F tox	RBBP9 inhibitor	S1P4 antag	NPY Y1 blocker
CCn1c(P(C)(=O)O)nc2ccccc21	-16	12	1	1	-0.6	-1	-8	-3	-6
N#Cc1ccccc1Cn1cc(C(=O)c2ccccc2F)c2ccccc21	7	-12	4	3	0.2	-2	-3	2	6
CN(C(=O)Oc1cccc2cccnc12)c1ccccc1	13	-2	3	-1	0.3	-3	1	-10	5
O=C(Cc1ccc(Br)cc1)N1CCN(Cc2ccccc2)CC1	-15	-8	4	-1	1.8	-2	-2	-32	-5
CCc1ccc(-n2c(O)c(/C=N/NC(=O)c3ccncc3)c(=O)[nH]c2=O)cc1	13	-3	7	6	3.3	1	-5	-9	-2
O=C(Nc1ccc(F)cc1F)c1cccn(Cc2ccccc2)c1=O	-18	-22	7	-2	-0.8	-1	-3	-4	-1
CCC(CC)N1CCN(C(=O)Cc2ccccc2)CC1	-9	7	7	-1	0.9	3	1	1	5
COc1ccn(C)c(=O)c1C#N	2	5	-5	1	1.6	0	-1	-12	2
COc1ccc(CC2C(=O)N(c3ccccc3)C(=O)N(c3ccccc3)C2=O)c(OC)c1	-12	3	4	1	2.2	0	8	-19	5
Nc1ccccc1C(=O)OCCOc1ccccc1	8	4	4	0	-2.1	-3	-3	-9	-2
CC(=NCCN1CCOCC1)c1c(O)n(C2CCCCC2)c(=O)[nH]c1=O	10	-24	5	0	1.9	5	3	-13	3
COc1ccc(C2=NCc3nnc(C)n3-c3ccc(Cl)cc32)cc1Cl	-59	-33	4	-2	-3.0	-1	-5	0	5
O=C1NC(=O)C2=Cc3ccc(O)cc3OC2(O)N1 (stereo unspecified)	5	-4	4	3	-2.6	-3	7	-6	5
OCC1(CO)COC(c2cccnc2)N1 (stereo unspecified)	-7	-2	5	0	1.4	-1	-5	1	0
CNC(=O)Oc1cccc(-c2cn3cc(Cl)ccc3n2)c1	-1	-4	6	-5	2.9	1	-3	1	4
COc1cccc(N2CCN(Cc3ccc(Cl)cc3)CC2)c1	-53	-10	3	-1	0.0	-1	-5	-5	4
CCCC1(CCC)C(=O)NC(=Nc2ccc(C)cc2)NC1=O	-7	-8	7	2	0.7	2	-1	-34	0
O=C1NC(=O)N(Cc2ccccc2)C(=O)/C1=C/c1cnn(-c2ccccc2)c1	-14	-23	4	-21	1.6	4	0	4	4
COC(=O)C1CN(C#N)N(c2ccc(Cl)cc2)C12c1ccccc1-c1ccccc12 (stereo unspecified)	7	-13	29*	5	-0.2	95*	-7	66*	3
S=P(NC1CCCCC1)(N1CC1)N1CC1	-5	8	-1	3	1.6	2	-16	6	.

# Just RBBP9 inhibitor and BaF3 parental, for 2 of the compounds above:
compound | RBBP9 inhibitor | BaF3 parental
CNC(=O)Oc1cccc(-c2cn3cc(Cl)ccc3n2)c1 | -3 | 6
O=C1NC(=O)C2=Cc3ccc(O)cc3OC2(O)N1 (stereo unspecified) | 7 | 4

# (more compounds)
Molecule	NPY-Y1 PAM-ag	NPY-Y2 PAM-ag	BaF3 parental	Runt-CBFb FRET	S1P4 agonist	Ba/F3 V617F tox	RBBP9 inhibitor	S1P4 antag	NPY Y1 blocker
Cc1nnc2n1-c1ccc(Cl)cc1C(c1ccccc1)=NC2	-2	-23	-9	2	1.6	5	-7	-2	-2
CCCNC(=O)c1c(N)n(Cc2ccc3c(c2)OCO3)c2nc3ccccc3nc12	28	-7	6	5	-1.4	2	-1	-2	0
CC(=O)Nc1ccccc1C(=O)OCC(=O)c1cccc2ccccc12	-27	-5	4	-1	-0.7	-1	0	10	10
COc1cc2c(cc1O)C[C@H]1NCCc3cc4c(c-2c31)OCO4	-23	-15	5	-1	1.4	1	-7	-4	0
O=c1[nH]c(=O)n(Cc2ccccc2Cl)c(O)c1C=Nc1ccc(F)cc1	-4	6	6	-5	0.7	2	6	2	-1
CCOC(=O)CNC(=O)CNC(=O)C(Cc1ccc(N(CCCl)CCCl)cc1)NC(C)=O (stereo unspecified)	3	0	6	-1	2.6	-2	-8	-15	4
CCC(C)n1c(O)c(C(c2ccccn2)c2c(O)n(C(C)CC)c(=S)[nH]c2=O)c(=O)[nH]c1=S (stereo unspecified)	4	6	0	12	0.6	1	0	-17	-4
CC(=O)C1(c2ccccc2)CCNCC1	14	6	5	2	-0.3	0	-1	9	-2
CC1N(O)C2CCCCCC2N1O (stereo unspecified)	-4	1	0	0	-1.2	-2	-5	0	6
CCN(CC)P(=O)(Oc1ccccc1)Oc1ccccc1	15	-19	-1	-1	-0.3	-3	-2	-7	.
O=c1[nH]c(=S)n(-c2ccc(Cl)cc2)c(O)c1C=Nc1ccc(N2CCOCC2)cc1	6	-2	3	-72	-0.9	-3	3	10	-15
COC(=O)c1ccc(N2CCN(C)CC2)c([N+](=O)[O-])c1	0	1	3	0	-2.3	5	-14	-12	0
COc1ccc(/C=C2\C(=O)NC(=O)N(Cc3ccccc3)C2=O)c(OC)c1OC	4	-6	6	4	1.8	1	-8	20	-4
CN1CCN(c2cc(N3CCNCC3)ccc2[N+](=O)[O-])CC1	-7	12	10	-1	-0.7	0	5	6	-5
CCCCCn1c(=O)c(C(=O)Nc2cnccn2)c(O)c2ccccc21	-4	-2	12	-2	-0.3	1	-6	-14	1
CC(C)(C)c1cc([N+](=O)[O-])cc(C(C)(C)C)c1O	-1	45*	3	-7	1.0	1	-7	-6	7
CN1C[C@H](CO)C=C2c3cccc4[nH]cc(c34)C[C@H]21	-11	-34	-4	-7	0.4	7	-10	-13	3
CCc1ccc(OCC(=O)N2CCN(Cc3ccc4c(c3)OCO4)CC2)cc1	-13	-18	6	-4	2.7	3	-3	-2	13
CN1CCN(C(=O)OC2c3nccnc3C(=O)N2c2ccc(Cl)cn2)CC1 (stereo unspecified)	-4	-7	7	-2	1.3	1	-7	-10	-5
O=C1CC[C@@]2(O)[C@H]3Cc4ccc(O)c5c4[C@@]2(CCN3CC2CC2)[C@H]1O5	-6	8	7	-2	0.8	-2	-1	-22	4
CCCC/C(=N\O)c1c[nH]c2ccccc12	-11	-11	4	1	-1.5	4	-5	6	2
COc1cccc(/C=C2\N=C(c3cncc(Br)c3)OC2=O)c1	-10	-13	5	1	1.3	1	-4	-2	12
Fc1ccc(C(OCCN2CCCC2)c2ccc(Br)cc2)cc1 (stereo unspecified)	-33	-2	4	1	2.2	-1	-3	-16	13
CCOc1ccccc1-n1c(O)c(C=NCCCn2ccnc2)c(=O)[nH]c1=O	4	-12	-3	1	-0.1	-3	-5	-7	.
COc1ccccc1/C=N/N=C(/N)N[N+](=O)[O-]	-4	1	0	1	2.1	-4	-9	10	6
O=C(NC12CC3CC(CC(C3)C1)C2)OC1CN2CCC1CC2 (stereo unspecified)	-1	-14	2	1	1.3	-4	-2	-12	.
CCOC(=O)C(O)(c1ccc(N(C)C(=O)COc2ccccc2)cc1)C(F)(F)F (stereo unspecified)	-13	-13	6	.	3.0	3	-4	-11	-4
Cc1ccc(-c2nc(N3CCOCC3)s[n+]2-c2ccccc2)cc1	-11	-14	9	3	0.0	6	-3	8	1
Cc1c(N=Nc2c(O)n(-c3ccc(Br)cc3)c(=O)[nH]c2=O)c(=O)n(-c2ccccc2)n1C	9	-7	3	3	0.0	-2	-3	12	.
O=C1NC(=O)N(c2ccccc2)C(=O)/C1=C/c1ccoc1	-5	12	-1	-49	-0.9	-3	-6	-3	-5
CCn1c(O)c(C=Nc2ccc(S(N)(=O)=O)cc2)c(=O)[nH]c1=S	-2	6	1	8	-1.5	1	-11	-22	7
CC(=NCc1cccnc1)c1c(O)n(-c2ccc(C)cc2)c(=O)[nH]c1=O	-2	-10	2	-4	0.8	0	-1	-3	-4
c1ccc2c(NC3=NCCS3)cccc2c1	-2	-3	-1	5	0.2	-1	-4	-12	-8
C[N+](C)(C)c1ccccc1	0	11	-3	-4	0.0	-2	1	-12	-5
C/C(=N\N1CCCCCC1)c1c(O)n(-c2ccccc2C)c(=O)[nH]c1=O	1	-11	-1	-2	0.9	2	-5	4	.
CCOC(=O)c1sc(N=Nc2c(O)[nH]c(=O)[nH]c2=O)c(C(=O)OCC)c1C	-3	6	4	0	1.3	3	-12	-11	-4
Cc1nn(Cc2ccc(Cl)cc2Cl)c(Cl)c1C(=O)O	-4	-9	4	2	0.5	-1	-5	-25	9
Cc1sc2ncn(CC(=O)N3CCC4(CC3)OCCO4)c(=O)c2c1C	-3	-1	7	1	0.3	-2	-6	-1	-2
CCCCC1(CN2CCCC2=O)C(=O)NC(=O)NC1=O	2	-2	0	2	0.6	-4	-2	-6	1
O=C(Nc1ccc(Cl)cc1C(=O)c1ccccc1)c1ccco1	-35	-7	5	-2	0.5	-4	-7	-5	16
COc1ccccc1-n1c(CNCC2CCCO2)nc2ccccc2c1=O (stereo unspecified)	7	15	6	-4	0.4	-2	-5	0	5
c1ccc2sc(NC3=NCCN3)nc2c1	-13	4	4	0	3.6	-3	4	11	3
O=c1[nH]c(=O)n(Cc2ccc(F)cc2)c(O)c1C=NCCCN1CCOCC1	-19	-3	5	-1	1.1	0	-6	4	4
COc1ccc(-c2[nH]ncc2CNC(C)Cc2cccc(C)n2)cc1F (stereo unspecified)	0	13	3	1	1.1	-2	-6	-10	2
COc1cccc(OC)c1C1=NCC(=O)Nc2c1oc1ccc(Br)cc21	-18	-20	39*	1	-0.7	75*	-8	7	3
COc1ccc(Cn2c(O)c(/C=N/NC(=O)c3ccncc3)c(=O)[nH]c2=O)cc1	13	7	-1	1	0.1	-4	-5	-13	.
O=C(Nc1cccc(C(F)(F)F)c1)c1cccn(Cc2ccc3c(c2)OC(F)(F)O3)c1=O	-4	-9	4	-2	-1.1	-2	-5	8	16
O=C(NCc1cccnc1)NC1CCCCC1	11	-3	5	2	-1.0	-5	-2	0	-5
CC(C)Sc1nnc(OC(=O)N(C)C)n1-c1ccccc1	6	2	5	-2	1.1	0	-5	2	.
C=CCN1C(=O)NC(=O)/C(=C/c2ccc(OC)c(COc3ccc(NC(C)=O)cc3)c2)C1=O	12	1	3	3	-1.0	0	1	7	.
O=C(CCCN1CCC2(CC1)C(=O)NCN2c1ccccc1)c1ccc(F)cc1	18	24	8	-2	1.6	-2	1	-7	0
CN(C)C(=O)Oc1ccc(OC(=O)N(C)C)cc1	-4	7	3	-2	1.7	4	-4	-16	2

# These rows are one share of the data, so the mix of outcomes need not match the whole.
